Bioassay records deposited in PubChem BioAssay by ICCB-Longwood Screening Facility, Harvard Medical School.
Polio RdRp inh – poliovirus RdRp elongation inhibitors, primary screen, biochemical, fluorescence polarization, total intensity; % elongation, % (compound at 16.7 µg/mL); Genome polyprotein (Poliovirus type 1 (strain Mahoney)), P03300; poliovirus polymerase elongation; active compounds read low; AID 588519, 2011; 150,000 tested, 0.66% active; in the data active means % elongation below about 90%; further: some results filed as inactive read as strong as hits
Target sequence (P03300 1749-2209 limits assumed): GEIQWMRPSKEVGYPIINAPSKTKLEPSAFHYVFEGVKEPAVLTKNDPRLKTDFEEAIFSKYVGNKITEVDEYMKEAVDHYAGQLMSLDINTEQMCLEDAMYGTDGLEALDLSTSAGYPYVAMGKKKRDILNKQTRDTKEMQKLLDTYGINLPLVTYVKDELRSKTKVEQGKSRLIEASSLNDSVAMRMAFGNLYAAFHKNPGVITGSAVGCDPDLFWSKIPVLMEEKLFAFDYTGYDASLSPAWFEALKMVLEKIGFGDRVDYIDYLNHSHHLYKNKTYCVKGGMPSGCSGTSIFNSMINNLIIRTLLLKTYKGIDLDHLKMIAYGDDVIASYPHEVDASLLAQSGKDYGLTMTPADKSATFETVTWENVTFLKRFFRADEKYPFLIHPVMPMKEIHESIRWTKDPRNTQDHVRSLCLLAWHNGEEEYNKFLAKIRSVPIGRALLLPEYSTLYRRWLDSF
Polio RdRp inh FP z-score – further read-out of Polio RdRp inh, marked with its call; z-score; measured here: FP z-score; hits read low
The depositor's hits bear a star; & = joins results of further samples. A portion of the library (hit frequency here may not be typical).

molecule,Polio RdRp inh,Polio RdRp inh FP z-score
Cc1ccc(S(=O)(=O)Cc2nc(-c3ccc(C(=O)NCc4ccccc4C)cc3)oc2C)cc1,99,-1.4
CN(C)c1ccc(C=Nc2ccc3[nH]c(=O)[nH]c3c2)cc1,103,0.1
O=C(NC(=S)NNc1ncccc1-n1cccc1)c1ccccc1,106,1.5
CCc1cccc2cc(CN)c(=O)[nH]c12,101,-0.4
CCCc1nc2c([nH]1)C(c1cccc(O)c1)C(C#N)=C(N)O2 (configuration not stated),104,0.2
Cc1nc(COC(=O)c2cccc(S(=O)(=O)N3CCc4ccccc43)c2)cs1,101,0
COc1ccc2[nH]c3nc(=S)[nH]nc3c2c1,103,0.5
CCN=C1S/C(=C\c2ccc(-c3cccc(C(=O)O)c3)o2)C(=O)N1CC,104,0.6
Cc1cc(NC(=O)NN2CCOCC2)nn1-c1c(Cl)cccc1Cl,101,-0.7
CC1=C(C#N)C(c2ccccc2C(F)(F)F)C2=C(CCCC2=O)N1 (configuration not stated),100,-0.4
C=CCN=C1NN(c2ccc3c(c2)OCCO3)C(C(=O)Nc2ccccc2)=C(C)S1,103,0.1
O=C(CNCCO)N1N=C(c2cccs2)CC1c1cccs1 (configuration not stated),102,0.1
CN(C)CC(C)(C)CNc1ccc(S(=O)(=O)N2CCCC2)cn1,102,-0.2
CC(C)CC1NC(=O)N(Cc2cccc(Br)c2)C1=O (configuration not stated),100,-0.3
C/[N+]([O-])=C\c1ccc(C(F)(F)F)cc1,105,0.3
COc1ccc(OC)c(-c2csc(=NC(C)C)n2/N=C2\C(=O)N(C)c3ccccc32)c1,56,-5.1
CN(C)C(CNC(=O)Cc1ccc(Cl)c(Cl)c1)c1ccco1 (configuration not stated),111,1.4
Clc1nc2ccccc2c(N2CCOCC2)c1CNc1ccc(N2CCOCC2)cc1,102,-0.1
Cc1oc2c(cc(NS(=O)(=O)c3ccc(F)cc3)c3ccccc32)c1C(=O)OCc1ccccc1,105,0.1
N#Cc1c(NC(=O)CCCCl)sc2c1CCC2,103,-0.1
CC(=O)Nc1ccc(S(=O)(=O)NCC2CCC(C(=O)NCCN(CC(C)C)CC(C)C)CC2)cc1 (configuration not stated),104,-0.4
COc1ccc(N/C=C(/C#N)c2nc(-c3cccs3)cs2)cc1,102,0.9
O=C(O)c1cc(C(=O)O)c2cccc(Cl)c2n1,96,-0.4
COc1cccc(CN2C(=O)c3ccccc3Sc3ccc(C(=O)OCc4ccco4)cc32)c1,108,0.4
COc1cccc(NC(=O)CSc2nc(=O)n(Cc3ccco3)c3c2CCC3)c1,109,0.5

4 entries out of the list, sorted by heavy-atom count, falling:
molecule,Polio RdRp inh,Polio RdRp inh FP z-score
C=CCN=C1NN(c2ccc3c(c2)OCCO3)C(C(=O)Nc2ccccc2)=C(C)S1,103,0.1
COc1cccc(NC(=O)CSc2nc(=O)n(Cc3ccco3)c3c2CCC3)c1,109,0.5
Cc1cc(NC(=O)NN2CCOCC2)nn1-c1c(Cl)cccc1Cl,101,-0.7
CN(C)CC(C)(C)CNc1ccc(S(=O)(=O)N2CCCC2)cn1,102,-0.2

Continuation.
molecule,Polio RdRp inh,Polio RdRp inh FP z-score
COc1ccc(Cn2c(=O)c3ccccc3n3c(-c4ccccc4O)nnc23)cc1,106,2.6
CCOC(=O)c1c(NC(=O)CSc2cn(CCNC(=O)c3ccc(OCC)cc3)c3ccccc23)sc2c1CCC2,108,0.9
CCCCNC(=O)C1CCC(CNS(=O)(=O)c2ccc(C)cc2)CC1 (configuration not stated),109,0.5
Cc1csc2nc(CSc3ccc(Cl)cc3)c(Br)n12,103,0.3
C=CCN(CC=C)Cn1[nH]c(-c2cccs2)nc1=S,99,-0.7
COc1cc(OC)c(NC(=O)CC(c2cccs2)N2Cc3ccccc3C2=O)cc1Cl (configuration not stated),103,-0.7
O=C1OCCC1Sc1nnc(Cc2cccs2)n1C1CCCCC1 (configuration not stated),102,0
CN(C)c1cccc(C(=O)N/C=C/n2cnc3cc(C(F)(F)F)ccc32)c1,103,0.5
CCOC(=O)C1=C(CN2CC=C(c3ccccc3)CC2)NC(=O)NC1c1ccc(OC)cc1 (configuration not stated),104,0.5
CCOc1cccc(/C=C2\SC(=S)N(CC)C2=O)c1O,104,0.1
CCN1C(=O)c2ccccc2S(=O)c2ccc(C(=O)NCc3ccccc3OC)cc21 (configuration not stated),105,0
O=C(N/N=C/C=C/c1ccccc1)c1ccccc1O,98,-0.6
COc1cc(C(=O)OC(C)C(=O)NCC2CCCCC2)cc(NC(=O)c2ccco2)c1OC (configuration not stated),103,0
CCC1CCCCN1CCCNC(=O)c1ccc2c(c1)N(Cc1cccc(C)c1)C(=O)c1ccccc1S2(=O)=O (configuration not stated),104,-0.2
CC(Oc1ccc(Br)cc1)C(=O)N(Cc1nc(-c2ccccc2)no1)C(C)C (configuration not stated),100,-1.4
Cc1cccc(N2CCN(C(=O)c3ccc4c(c3)N(Cc3ccccc3F)C(=O)c3ccccc3S4=O)CC2C)c1 (configuration not stated),108,0.4
Cc1nc(C(=O)O)nn1-c1cccc(C(F)(F)F)c1,94,-1.2
COc1ccccc1CNC(=O)C(C)n1c(=O)cc(-c2ccccc2)c2c(C)nn(C)c21 (configuration not stated),99,-1.7
CC(C(=O)N1CCc2ccccc21)n1nc(-c2ccccc2)ccc1=O (configuration not stated),99,-1.6
CC(NC(=O)CSc1nn(-c2ccccc2)c(=S)s1)c1ccccc1 (configuration not stated),108,0.5
COc1ccccc1NC(=O)CN1C(=O)CSc2ccc(S(=O)(=O)N3CCCC3)cc21,107,-0.9
CCOc1ccc(NC(=O)c2cnn3c2NC(c2cccc(OC)c2)=CC3c2ccccc2)cc1 (configuration not stated),111,1
Cc1n[nH]c(C)c1N1C(=O)c2cccc3c(N4CCCCC4)ccc(c23)C1=O,76,-7.2
CCSc1nc2c([nH]c3ccccc32)c(=O)n1-c1cccc(OC)c1,104,-0.7
O=C(CCC1N=C2c3ccccc3N=C(SCc3ccc(F)cc3)N2C1=O)NCc1ccco1 (configuration not stated),98,-1.2
O=C1CCc2ccccc2CN1,99,-0.5
COCCNC(=O)c1ccc(-c2ccccc2)s1,103,0.4
COc1ccc(CNc2nc(SC)n[nH]2)cc1OC,99,-1
COc1ccc(S(=O)(=O)NC(C)C(=O)N2CCN(C)CC2)cc1Cl (configuration not stated),106,1.6
Cc1ccc(-n2nc(C)c(C3=CCCCC3)c2N)cc1,103,0.3
CCCS(=O)(=O)N1CC(=O)N(c2ccc(Cl)cc2C)C(C)(C(=O)NC2CCCC2)C1 (configuration not stated),101,-1.1
COc1cc(C(Nc2ccc(S(=O)(=O)N3CCCC3)cc2)C(=O)NC(C)(C)C)cc(OC)c1OC (configuration not stated),100,-0.4
O=C(Nc1nccs1)c1ccc(S(=O)(=O)NCC2CCCCC2)cc1,104,0.5
O=C(Nc1ccccc1N1CCCC1)c1ccco1,103,-0.1
O=C(NC1CC(=O)N(c2ccccc2)C1)C1CC1 (configuration not stated),108,2.2
C=C(C)Cn1c(=O)c2c(nc3n2CCN3c2ccc(F)cc2)n(C)c1=O,105,-0.3
O=C(CSc1nnc(CNC(=O)c2cccs2)o1)NCC1CCCO1 (configuration not stated),101,0.1
COc1cccc(NC(=O)CCS(=O)(=O)c2ccccc2)c1,107,2.5
CC(C)(C)NC(=O)N1CCC2(CC1)CC(=O)c1ccccc1O2,103,0.2
O=C(NCCC1=CCCCC1)c1cc(=O)[nH]c2ccccc12,99,-0.3
COc1ccc(OC)c(/C=c2\s/c(=C(/C#N)c3nnc4n3CCCCC4)n(-c3ccccc3)c2=O)c1,44,-6.3
O=C(CN1CCN(c2ncccn2)CC1)N(Cc1ccccc1)c1ccc(F)cc1,102,0.2
Cc1ccc(CNC(=O)c2cc(S(=O)(=O)N3CCCCC3)cn2C)cc1,104,-0.4
COc1cccc(C(=O)N2CCCc3ccccc32)c1,97,-1
Cc1nnc(NC(=O)CC2CC3CCC2C3)s1 (configuration not stated),102,0.1
O=C(CC1N=C2c3ccccc3N=C(SCC(=O)Nc3ccc(F)cc3)N2C1=O)NCc1cccs1 (configuration not stated),97,-2.2
Cc1cccc(OCc2ccc(C(=O)NCCCN3CCOCC3)cc2)c1,104,1.1
COC(=O)c1ccc(COc2ccccc2C(=O)c2cnn(-c3ccccc3)c2)o1,114,1
COc1cccc(CNC(=O)CN(c2ccc(C(C)C)cc2)S(=O)(=O)c2c(C)n[nH]c2C)c1,107,0.5
CC1CCCC(C)N1C(=O)CSc1ccccc1 (configuration not stated),102,0.1

Next section, starting with the last seven of the part before.
Each structure is followed by: Polio RdRp inh | Polio RdRp inh FP z-score
COc1cccc(C(=O)N2CCCc3ccccc32)c1
  97 | -1
Cc1nnc(NC(=O)CC2CC3CCC2C3)s1 (configuration not stated)
  102 | 0.1
O=C(CC1N=C2c3ccccc3N=C(SCC(=O)Nc3ccc(F)cc3)N2C1=O)NCc1cccs1 (configuration not stated)
  97 | -2.2
Cc1cccc(OCc2ccc(C(=O)NCCCN3CCOCC3)cc2)c1
  104 | 1.1
COC(=O)c1ccc(COc2ccccc2C(=O)c2cnn(-c3ccccc3)c2)o1
  114 | 1
COc1cccc(CNC(=O)CN(c2ccc(C(C)C)cc2)S(=O)(=O)c2c(C)n[nH]c2C)c1
  107 | 0.5
CC1CCCC(C)N1C(=O)CSc1ccccc1 (configuration not stated)
  102 | 0.1
CCNc1nc(NCC)n2c(SCC(=O)c3cccs3)nnc2n1
  105 | 0.1
COc1cccc(CNC(=O)CN2C(=O)CCc3cc(S(=O)(=O)N4CCOCC4)ccc32)c1
  104 | -0.4
Cc1ccc(N2C(=O)c3ccc(C(=O)O)cc3C2=O)cc1
  102 | 0
Cc1nn(-c2ccccc2)c(C)c1CN(C)C(=O)CCCn1c(=O)oc2ccccc21
  103 | -0.2
CC(=O)Nc1ccccc1C(=O)N1CCCCC1
  102 | -0.3
CC(C)(C)c1ccc(C(=O)NCCc2csc3nc(-c4ccccc4F)nn23)cc1
  112 | 1.4
CCC(C(=O)OCc1cc(=O)n2nc(C)sc2n1)c1ccccc1 (configuration not stated)
  103 | -0.6
Cc1ccc2oc(C(=O)N(C)c3ccccc3)c(C)c2c1
  101 | 0.4
CCOC(=O)c1c(C)oc(C)c1S(=O)(=O)Nc1ccccc1
  104 | 0.5
CCC(Oc1cccc(C)c1)c1nc2ccccc2[nH]1 (configuration not stated)
  103 | -0.3
CCc1ccccc1NC(=O)c1ccc(F)c(S(=O)(=O)NC2CCCCCC2)c1
  107 | -0.1
COc1ccc(CN(Cc2cccs2)C(=O)Cc2c(C)noc2C)cc1OC
  104 | 0.1
Cc1cc(C)nc(NS(=O)(=O)c2ccc(NC(=O)c3cc(S(=O)(=O)N4CCOCC4)ccc3C)cc2)n1
  107 | 0.6
CCc1ccc(C(=O)NCCOC)s1
  101 | 0.3
Cc1c(C(=O)NCc2ccccc2Br)oc2ccccc12
  100 | -0.5
O=C(O)c1ccccc1SC(C(=O)O)c1ccccc1 (configuration not stated)
  98 | -1
Cc1[nH]c2ccccc2c1C=C1C(=O)OC2(CCCC2)OC1=O
  101 | -0.2
COC(=O)c1ccc(-c2ccc(/C=C3/C(=O)N(C)C(=O)C(C#N)=C3C)o2)cc1
  102 | 0
CCOC(=O)Nc1ccc(C)cc1C
  99 | -0.7
CSc1nnnn1-c1ccc(I)cc1
  99 | -0.2
CC(C)(C)c1ccc(-c2nc(NC(=O)CSc3ncnc4sc5c(c34)CCCC5)ns2)cc1
  106 | 0.2
C=CCn1ccn(-c2cccc(Cl)c2)c(=O)c1=O
  102 | -0.2
Cc1ccc(/C=N/O)o1
  103 | 0.3
Cc1sc2ncnc(SC(C)C(=O)NC3(C#N)CCCCC3)c2c1C (configuration not stated)
  102 | -0.1
C=CCC(C#N)(CC=C)c1ccc(OC)c(OC)c1
  103 | 0.6
COc1ccc(-c2csc(/C(C#N)=C(\O)CN3C(=O)c4ccccc4C3=O)n2)cc1OC
  104 | 0.2
COc1ccc(CNC(=O)c2nc(S(=O)(=O)Cc3ccccc3)ncc2Cl)cc1
  109 | 0.3
CC(=O)NC(=O)CSc1nnc(NC(=O)CSc2nc3ccccc3s2)s1
  100 | -0.1
COc1ccc(NC(=S)Nc2ccc(N3CCOCC3)c3nonc23)cc1OC
  98 | -1
CCOC(=O)c1nn(-c2ccccc2)c2nc(=O)c(C#N)c(-c3ccccc3)n12
  105 | 0.1
COC(=O)c1ccc(CSc2nnc3ccc4ccccc4n23)cc1
  102 | -0.2
CCn1cc(C(=O)N2CCN(c3cccc(Cl)c3)CC2)c2cc(OC)c(OC)cc2c1=O
  106 | 0.3
NS(=O)(=O)c1ccc(NC(=O)COC(=O)c2cccc(Cl)c2)cc1
  106 | 0.4
O=C(COc1ccccc1Cl)Nc1ccc2oc(-c3ccccc3F)nc2c1
  105 | -0.1
CC1(C)Cc2ccccc2-c2nc(NCCCO)n(-c3ccccc3)c(=O)c21
  102 | 0.2
Cc1ccccc1Cn1c(C)c(CNC2CCCC2)c(C(=O)O)c1C
  105 | 1
CCOC(=O)C1=C(c2ccc(Cl)cc2)Sc2nnc(C(F)(F)F)n2N=C1N
  120 | 1.6
CN(C)[C@@H]1C(=O)C(C(N)=O)=C(O)[C@@]2(O)C(=O)C3=C(O)c4c(O)ccc(Cl)c4[C@@H](O)[C@H]3C[C@@H]12
  100&99 | 0&-0.3
COc1ccc(-c2nc(SCC(=O)c3ccc(OC)c(Br)c3)n[nH]2)cc1
  113 | 1
O=C(O)C(Oc1ccc2c3c(c(=O)oc2c1)CCCC3)c1ccccc1 (configuration not stated)
  98 | -0.7
CCOc1ccc2c(C)cc(=O)oc2c1
  102 | 0
